AmpC no deterg: AmpC beta-lactamase inhibition without detergent; P00811; AmpC nitrocefin hydrolysis, absorbance 480 nm, 0.0001% Triton; Potency, µM (top dose mostly 57.1 µM), for inactives: at the top dose activity change, negative = inhibition, usual class: inhibitors; hit rate 0.52% among 330,000; AID 485341;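 further: potency means the concentration at half of the fitted maximal effect; plate controls were no compound for no effect and no enzyme for full effect; nearly all actives have a fitted effect of over 20% in size; some results filed as inactive show a strong effect at the top dose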
Target sequence (P00811 whole entry, looked up): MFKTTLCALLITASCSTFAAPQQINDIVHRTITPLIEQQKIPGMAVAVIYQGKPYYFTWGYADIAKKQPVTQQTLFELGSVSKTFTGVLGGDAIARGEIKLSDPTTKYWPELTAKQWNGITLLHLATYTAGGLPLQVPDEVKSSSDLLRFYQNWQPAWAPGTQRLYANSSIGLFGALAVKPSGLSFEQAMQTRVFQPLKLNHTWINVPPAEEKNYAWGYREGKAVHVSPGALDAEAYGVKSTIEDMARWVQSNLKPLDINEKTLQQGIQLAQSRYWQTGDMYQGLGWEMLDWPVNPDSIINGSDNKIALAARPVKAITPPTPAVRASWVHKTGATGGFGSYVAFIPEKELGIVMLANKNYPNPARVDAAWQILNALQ
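AmpC (5.3 nM in the dispensed reagent) in 20 mM phosphate pH 7.0 with 0.01% (detergent screen) or 0.0001% Triton X-100 was preincubated with compounds for 15 min at room temperature. Nitrocefin was then added from an 800 uM solution, and hydrolysis was followed at 480 nm.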
HCV inh: blocks hepatitis C virus; hit rate 3.4% among 340,000; Huh7.5.1 HCVcc-Cre infection, luciferase reporter, 44 h; Potency, µM (series often up to 41.8 µM), without a hit: at the highest dose activity change, negative = inhibition, actives largely listed as inhibitors; further: potency means the concentration at half of the fitted maximal effect
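Whole-lifecycle infectious HCVcc-Cre system; cells 1,000/well, compound then virus (~0.5 moi) added 4 h after plating, 44 h culture. Luciferase read 15 sec following 15 min substrate incubation, room temp.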
AmpC inh detg: inhibitors of E. coli AmpC beta-lactamase with detergent. Potency, µM (series often up to 114 µM), for the others: top-dose activity change, negative = inhibition, actives largely listed as inhibitors. hit rate 0.041% among 370,000. AID 485294. AmpC hydrolysis of nitrocefin, absorbance 480 nm, 0.01% Triton. P00811;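 further: potency means the concentration at half of the fitted maximal effect; 0% = no-compound wells and -100% = no-enzyme wells; nearly all actives have a fitted effect of over 25% in size; some results filed as inactive show a strong effect at the top dose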
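20 mM phosphate pH 7.0 + 0.01% (detergent screen) or 0.0001% Triton X-100; 5.3 nM AmpC reagent; cpd preinc 15 min RT; nitrocefin (800 uM stock) to start; A480 q20 s × 4 min; Activity was normalised to no-enzyme and no-compound control wells.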
HCMV inh: blocks human cytomegalovirus replication; HFF cells, HCMV-luciferase reporter, 72 h; active compounds read low; activity change, negative = inhibition, % at 57.5 µM; hit rate 4.5% among 410,000; AID 1259415; in the data active means activity change below about -60%; inconclusive means no clear call, values can overlap the other calls; inactive means above about -39%
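Luciferase read-out from HCMV-luciferase-infected HFFs (MOI 1 PFU/cell) 72 h post infection at 37C; compounds added after 16 h cell attachment; activity normalized between buffer-only basal and Salinomycin (10uM) inhibitor controls.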
FBPA Giardia inh: blocks Giardia fructose-bisphosphate aldolase activity | A8B2U2 | purified Giardia FBPA | Potency, µM (doses to about 59.6 µM), inactives show top-dose activity, negative = inhibition, most hits filed as inhibitors | hit rate 0.71% among 290,000; further: potency means the concentration at half of the fitted maximal effect; nearly all actives have a fitted effect of over 55% in size
Target sequence (A8B2U2 whole entry, looked up): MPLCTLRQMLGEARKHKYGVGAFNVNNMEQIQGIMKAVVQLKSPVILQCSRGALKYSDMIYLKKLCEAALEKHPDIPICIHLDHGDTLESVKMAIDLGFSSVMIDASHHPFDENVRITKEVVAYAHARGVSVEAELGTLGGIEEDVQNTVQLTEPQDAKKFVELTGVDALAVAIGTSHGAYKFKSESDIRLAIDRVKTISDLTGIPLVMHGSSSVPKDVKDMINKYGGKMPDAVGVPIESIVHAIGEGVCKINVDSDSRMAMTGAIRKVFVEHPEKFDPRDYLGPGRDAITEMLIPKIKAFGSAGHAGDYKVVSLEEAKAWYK
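40 nM FBPA preincubated 10 min at RT with compound (up to 57.5 uM final), then substrate plus GAPDH/TPI/NAD/arsenate coupling and diaphorase/resazurin added. Fluorescence read after 20 min at RT, 525/598 nm.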
Sm TGR block: S. mansoni TGR enzyme inhibition. Q962Y6. purified TGR, DTNB reduction, TNB absorbance 405 nm. Potency, µM (titrated, usually from 114 µM), inactives show at the top dose activity change, negative = inhibition, actives largely listed as inhibitors. hit rate 3% among 360,000; further: potency means the concentration at half of the fitted maximal effect; nearly all actives have a fitted effect of over 60% in size
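TGR 20 nM + NADPH 100 uM (dispensed conc.), cpd preinc 15 min RT; start with NADPH (500 uM addition) then DTNB (15 mM addition). Kinetic TNB absorbance, 405 nm filter. Four-parameter Hill fit across titration.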
* = called active by the depositor; ? = inconclusive; · = not tested or not shown; & = joins results of further samples; [ ] = remark or other dose. Unless noted, the call rests on the fitted dose curve; in most records, active means well fitted curve in the direction sought with a large enough effect; inconclusive means small, poorly fitted or top-dose-only effect, or another doubt; inactive means no such curve, though single readings can be large; an effect the other way counts as inactive or inconclusive. Unless noted, on the % scale 0 is the no-effect control and ±100 the full control effect.

compound | AmpC no deterg | HCV inh | AmpC inh detg | HCMV inh | FBPA Giardia inh | Sm TGR block
CC(=O)c1coc2ccc(OCC(=O)O)cc12 | -16.3% | 10.0% | -11.4% | 13.2 | 6.8% | -1.8%
Cc1cccc(NC(=O)CCN2C(=O)C3C4CCC(C4)C3C2=O)c1C (centres undefined) | -0.8% | 3.4% | 0.8% | -18.9 | 5.8% | -5.5%
COc1ccc(N2CC(C(=O)N(CC(C)C)c3c(N)n(Cc4ccccc4)c(=O)[nH]c3=O)CC2=O)c(OC)c1 (centres undefined) | -8.6% | 5.1% | -11.2% | -28.4 | · | 5.3%
COc1ccc(CCNC(=O)Cn2cc(C(=O)c3ccc(F)cc3)c(=O)c3ccc(C)nc32)cc1OC | · | · | 1.4% | 0.6 | · | -10.7%
Cc1ccc(NC(=O)CSc2ncc3c(n2)-c2ccccc2N(C)S3(=O)=O)c(Cl)c1 | · | · | 1.5% | -27.9 | · | -9.9%
COc1ccc(C2c3[nH]c4ccccc4c3CCN2C(=O)Cc2nonc2C)c(F)c1 (centres undefined) | -14.9% | ? | -3.5% | 59.3 | -20.4% | -2.6%
COc1ccc(-c2noc(CC(=O)N(C)c3cccc(C)c3)n2)cc1 | · | · | 20.8% | -13.3 | · | 1.6%
Cn1c(O)c(C=Nc2ccc(N3CCOCC3)cc2)c(=O)n(C)c1=S | -15.6% | 11.3% | 2.6% | -26.3 | -18.1% | -0.4%
Cc1ccccc1NS(=O)(=O)c1cc(C(=O)Nc2cccnc2)ccc1C | 18.2% | 31.6µM* | -0.5% | -35.5 | · | -8.2%
CCn1c(/C=C/c2ccccc2[N+](=O)[O-])nc2ccccc2c1=O | -2.3% | -2.2% | 1.3% | ? | -1.3% | -0.9%
COCCN(C(=O)CSc1nnc(Nc2ccc(C)cc2)s1)c1c(N)n(CC(C)C)c(=O)[nH]c1=O | -34.7%[11.4 µM] | -14.1% | ? | -26.9 | -3.8% | -1.6%
CCOC(=O)Cn1c(=O)oc2cc(S(=O)(=O)N3CCN(c4ccccc4OC)CC3)ccc21 | · | · | -1.0% | 2.4 | · | 7.4%
Cc1ccc(CNS(=O)(=O)c2ccc3c(c2)CC(C)N3C(=O)C2CCC2)cc1 (centres undefined) | · | · | 2.9% | -19.0 | · | 17.4%
O=c1cc(N2CCCCCC2)[nH]c(=O)n1-c1ccccc1Cl | -14.4% | ? | 9.1% | 8.7 | 0.8% | 0.8%
CC(Oc1ccccc1)C(=O)Nc1nnc(S(=O)(=O)Nc2ccccc2)s1 (centres undefined) | -22.1% | 11.8% | ? | 11.7 | -17.1% | -5.2%
CCC(Oc1ccc2c(c1)C(=O)CC(C)(C)O2)C(=O)NCCN1CCCCCC1 (centres undefined) | 76.5%[activator] | ? | 3.9% | -1.4 | ? | -28.6%
CCOC(=O)/C(=C/c1ccc(OC(=O)c2ccncc2)cc1)C(C)=O | 3.5% | 9.1% | -4.3% | -11.2 | 4.6% | ?
CCOC(=O)CNC(=O)N1CCN(S(=O)(=O)c2ccc3c(ccn3C)c2)CC1 | · | · | 5.0% | 9.4 | · | 6.1%
O=C(CSc1ccc2c(c1)OCCO2)NCCc1ccc(Cl)cc1Cl | -13.2% | -8.6% | -5.9% | ? | 3.9% | 3.8%
O=C1NC(=Nc2cccc(Cl)c2)SC1Cc1cccc(Cl)c1Cl (centres undefined) | -37.8% | -25.0% | ? | -77.7* | 1.2% | 8.0%
O=C(NCc1ccc(F)cc1)C(c1cccnc1)N(C(=O)c1csnn1)c1ccccc1 (centres undefined) | -4.0% | 11.6% | 4.0% | 2.9 | -1.6% | 9.1%
O=C(NN1C(=O)NC2(CCCCC2)C1=O)c1ccc(-c2ccc(Cl)cc2)o1 | ? | 11.2µM* | -3.1% | -10.1 | · | -12.5%
COc1ccccc1C(=O)NCC1CCN(c2ccc(S(=O)(=O)N3CCOCC3)cc2)CC1 | 67.4%[activator] | ? | -0.9% | -76.1* | 7.5% | 9.9%
CCOc1ccc(Oc2nc(NCC(C)C)nc(N3CCOCC3)n2)nn1 | · | · | 15.2% | 17.0 | · | 2.3%
CC(C)(C)C(=O)Nc1nc(-c2ccccc2)ns1 | -45.8% | ? | -6.0% | -21.5 | -19.5% | 2.1%
O=C(COc1ccc(-c2nnco2)cc1)N1CCN(S(=O)(=O)c2ccc3ccccc3c2)CC1 | 39.9% | -26.0% | -11.4% | 4.2 | -1.2% | -5.5%
CC(=O)n1c2c(c3ccccc31)OC(N)=C(C#N)C2c1ccc(C(C)C)cc1 (centres undefined) | ? | 3.0% | 0.5% | -8.9 | ? | 0.6%
COc1cccc(CNC(=O)C2CCN(Cc3cc4ccccc4n3Cc3ccccc3)CC2)c1OC | · | · | 9.7% | -5.5 | · | 5.0%
O=C(Nc1ncccn1)C1CCCCC1 | -22.4% | 16.7% | -1.5% | 3.7 | -0.7% | 0.0%
CN(C1CCCCC1)S(=O)(=O)c1ccc(SCC(=O)NC(C)(C)C)nc1 | -2.9% | ? | -0.2% | -14.2 | · | 0.3%

For reference, some entries already given.
compound | AmpC no deterg | HCV inh | AmpC inh detg | HCMV inh | FBPA Giardia inh | Sm TGR block
O=c1cc(N2CCCCCC2)[nH]c(=O)n1-c1ccccc1Cl | -14.4% | ? | 9.1% | 8.7 | 0.8% | 0.8%
CC(Oc1ccccc1)C(=O)Nc1nnc(S(=O)(=O)Nc2ccccc2)s1 (centres undefined) | -22.1% | 11.8% | ? | 11.7 | -17.1% | -5.2%
CCC(Oc1ccc2c(c1)C(=O)CC(C)(C)O2)C(=O)NCCN1CCCCCC1 (centres undefined) | 76.5%[activator] | ? | 3.9% | -1.4 | ? | -28.6%
CCOC(=O)/C(=C/c1ccc(OC(=O)c2ccncc2)cc1)C(C)=O | 3.5% | 9.1% | -4.3% | -11.2 | 4.6% | ?

Later entries:
compound | AmpC no deterg | HCV inh | AmpC inh detg | HCMV inh | FBPA Giardia inh | Sm TGR block
Cc1sc2nc(C(C)Sc3n[nH]c(N)n3)[nH]c(=O)c2c1C (centres undefined) | -41.5% | · | 9.8% | 1.2 | -16.0% | -1.1%
CC(=O)N1CC(=O)Nc2ccc(C)cc2C1c1ccccc1 (centres undefined) | -21.2% | 11.5% | -0.2% | -31.6 | -1.6% | 5.5%
CCCOc1ccccc1C1NC(=O)NC(C)=C1C(=O)OCc1ccccc1 (centres undefined) | 7.7% | ? | -9.7% | ? | -10.5% | -7.5%
O=C1CCN(CCCc2ccccc2)CCN1[C@H](CO)Cc1ccccc1 | 92.7%[activator] | -9.2% | -6.3% | ? | -9.2% | -34.1%
Cc1sc2ncn(CC(=O)NCCCC(=O)N3CCCCC3)c(=O)c2c1C | 3.5% | 2.8% | 4.7% | -6.4 | -6.5% | 0.3%
CC(Sc1ccccn1)C(=O)NC1CCCC1 (centres undefined) | -17.0% | -0.3% | 0.9% | -12.5 | · | 6.2%
COC(=O)C(O)(c1ccc(N(C)C(=O)COc2ccccc2)cc1)C(F)(F)F (centres undefined) | -8.3% | 19.3% | 6.1% | 90.3 | 6.4% | 19.2%
COc1cccc(C(=O)NC(C)C(c2cccs2)N2CCOCC2)c1 (centres undefined) | -16.3% | -4.8% | -12.1% | -18.0 | 6.7% | -10.8%
COc1ccc(C(=O)NC2CCN(C(=O)NCc3ccccc3)CC2)cc1 | -8.5% | 7.5% | ? | -8.7 | -1.0% | -0.2%
C=CC[C@@H](CC(=O)N[C@H](CO)Cc1ccccc1)C(=O)N[C@H](C)COC(=O)[C@@H](CC=C)CC(=O)OC(C)(C)C | 219.3%[activator] | 0.9% | · | -31.1 | · | ·
COc1ccc(Cl)cc1S(=O)(=O)NCc1cccs1 | -20.2% | 16.5% | -0.5% | -9.4 | -6.9% | 0.2%
COc1ccc(/C=N/NS(=O)(=O)c2ccccc2)cc1OC | -6.4% | ? | 0.2% | -22.9 | -12.7% | -6.9%
CCC1(CC)C(=O)C2=C3C1[C@H](C(=O)OC)C=C(C(=O)OC)C[C@H]3[C@H]1C(=O)N(Cc3ccccc3)C(=O)[C@H]1[C@H]2C (some centres undefined) | · | 2.8% | · | 29.7 | -6.8% | ·
Cc1ccc(N2C(=O)/C(=C/N3CCN(C(=O)c4ccco4)CC3)C(=O)NC2=S)cc1C | -33.9% | -4.1% | -5.3% | -101.0* | -11.9% | -24.3%
O=C1[C@@H]2[C@@H]3C[C@@H]([C@H]4ON=C(c5ccc(Cl)cc5Cl)[C@@H]34)[C@@H]2C(=O)N1C1CCCCC1 | 20.6% | ? | -1.0% | ? | -2.0% | -16.9%
Nc1ccc(Oc2c(Cl)cccc2Cl)nc1 | -20.2% | -14.5% | -7.1% | -9.5 | -0.7% | ?
CCOc1ccc(NC(=O)NCC2CCN(Cc3ccc(F)cc3)CC2)cc1 | 3.1% | -4.4% | -5.1% | 13.4 | -1.1% | -0.1%
Cc1ccc(C)c(C(=O)CN2C(=O)NC3(CCCCCC3)C2=O)c1 | -24.7% | -17.4% | -20.7% | -8.2 | · | -3.5%
CC(NC(=O)c1cccnc1)C(c1cccs1)N1CCOCC1 (centres undefined) | -10.1% | 30.0% | -5.8% | 3.0 | -1.4% | -4.0%
Cc1ccc(CNC(=O)C2CCC(CNc3c(N4CCOCC4)c(=O)c3=O)CC2)cc1 (centres undefined) | 0.4% | 4.5% | ? | 1.2 | -1.3% | 41.5%[activator]
CCCCCC/C(=N\NS(C)(=O)=O)c1ccccc1 | -8.9% | -1.3% | 2.0% | -20.6 | 0.3% | -16.1%
Cc1ccc(NC(=O)/C(=C\c2cccc(Br)c2)NC(=O)c2ccco2)cc1 | -15.7% | ? | 0.2% | -24.7 | -9.1% | -0.5%
CCN1CCCC1CNCc1ccc(Cl)cc1Cl (centres undefined) | -18.5% | ? | -9.1% | -7.3 | -11.5% | -4.3%
O=C(Nc1ccncc1)C1CCN(S(=O)(=O)c2ccccc2C(F)(F)F)CC1 | 3.7% | ? | 1.7% | ? | · | 0.4%
N#Cc1ccc(C23CC4(C2)[C@H](CN(Cc2cccnc2)[C@@H]4c2ccccc2)C3c2ccccc2)cc1 (some centres undefined) | 14.6% | ? | 3.2% | -30.0 | 0.3%&6.6% | ?
CCOC(=O)C(Sc1nnc(-c2ccncc2)o1)C(C)=O (centres undefined) | -12.7% | 27.3% | -6.1% | ? | 8.6% | -14.7%
COc1ccccc1N1CCN(CC(=O)Nc2ccnn2C2CCCC2)CC1 | 15.4% | -4.0% | 7.7% | -12.0 | · | 0.7%
O=C(NC(=S)Nc1ccccc1O)c1ccc(-c2ccc(Cl)cc2)o1 | -25.0% | 8.2% | -11.1% | -3.2 | -1.9% | -33.3%
COc1cccc(/C=N/NC(=O)CNC(=O)COc2ccccc2)c1O | -29.0% | -6.6% | 2.2% | 11.1 | 17.1% | 11.1%
CC1=C(C(=O)OCCC#N)C(c2cc3c(cc2Br)OCO3)NC(=O)N1 (centres undefined) | -3.8% | 9.8% | 5.9% | 17.6 | -8.2% | 31.5%[activator]
CCCCn1c(N)c(N(CC(C)C)C(=O)C2CCN(S(=O)(=O)c3ccc(C)cc3C)CC2)c(=O)[nH]c1=O | 3.1% | ? | 0.0% | -11.6 | · | -1.0%

Screening results as filed in PubChem BioAssay.
